Compound activity: PubChem BioAssay, several laboratories
AID2073 = disruptors of CaV2.2 binding to Mint1 – biochemical, HTRF (AID 2073) | HTRF protein-protein interaction, Mint1-CaV2.2; higher % means a stronger effect | 290,000 tested, 0.19% active | inhibition, % at 20 µM; hits with a dose series show IC50 in µM; in the data active means inhibition mostly above about 51%, no sharp cut-off; inconclusive means no clear call, values can overlap the other calls; inactive means mostly below about 53%; further: some results filed as inactive read as strong as hits
MT stabilize HCS = microtubule stabilizers in HeLa cells; HeLa tubulin immunostaining HCS, 24 h; share of cells brighter than vehicle mean+2SD; 200,000 tested, 0.83% active; AID 2205; % tubulin-high responders, % at 10 µM;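 active means plate Z-score above 3 for both tubulin-high and condensed-nucleus cell shares, with cell loss under 80%, at 10 µM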;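 further: anti alpha tubulin signal scored within the nucleus-defined area of each cell; some results filed as inactive read as strong as hits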
bCat nuc transl = beta-catenin nuclear translocation modulation. nuclear translocation activity, % at 5 µM. 190,000 tested, 0.3% active. HeLa beta-catenin nuclear translocation, immunofluorescence imaging. AID 1665;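 active means nuclear translocation activity above 50% at 5 µM, with a well cell count of 50 or more; inconclusive means wells under 50 cells across six images, flagged as toxic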;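 further: per-cell ratio of nuclear to cytoplasmic median beta-catenin stain intensity; plate controls were DMSO negative control for no effect and GSK-3 inhibitor IX positive control for full effect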
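test system = HeLa cells, endogenous beta-catenin | dosing = single 5 µM dose plus 0.02–20 µM confirmation series | times = compound treatment 24 h, 37°C, 5% CO2 | technique = beta-catenin immunofluorescence imaging with DAPI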
HIV peptide binding = cell-free HIV fusion peptide-binding blockers – biochemical, uHTS, fluorescence dequenching, primary screen (AID 1986); cell-free peptide binding, fluorescence dequenching, 30 min; higher % means a stronger effect; 290,000 tested, 0.3% active; one-dose inhibition, % at 20 µM; IC50 in µM for titrated hits; in the data active means inhibition mostly above about 52%, no sharp cut-off; inactive means mostly below about 76%; further: some results filed as inactive read as strong as hits
Dynein transport = blocks dynein driven cargo transport along microtubules. 3617.4 mouse cells, GR-EGFP nuclear translocation imaging; test concentration mostly 20 µM; stimulated with dexamethasone, 1 µM; hits give low values. z-score, hits read low. 220,000 tested, 0.47% active. AID 1381;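 active means plate z-score of nuclear minus cytoplasmic receptor signal below a set negative limit, without overly bright fluorescence or cell loss, cut at about -3.5 in these data, passing the limit was not always enough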;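 further: z-score of nuclear minus cytoplasmic ring GR-EGFP intensity difference per well; some compounds called inactive have numbers as strong as hits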
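Medium: Induction medium lacking tetracycline, stripped serum | Probe or stimulus: 1.0 µM final dexamethasone stimulus | Schedule: 48 h induction, then 1 h compound, then 30 min agonist, 37 °C | Signal: Automated 10x imaging of fixed Hoechst-stained cells | Evaluation: Per-cell GR-EGFP intensity, nucleus versus surrounding cytoplasmic ring, well-averaged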
Insulin prom up = MIN6 insulin promoter up-regulation; MIN6 insulin promoter-GFP reporter, high-content imaging; hits give high values; z-score at 5 µM; 190,000 tested, 0.3% active; AID 1625;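 active means z-score above 3 at 5 µM with at least 500 cells counted in the well; inconclusive means wells under 500 cells, flagged as cytotoxic or low count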
WT yeast gro inh = growth inhibition of WT yeast, mitochondrial fusion screen | mitochondrial fusion phenotypic screen, WT strain | inhibition, % at 10 µM | 190,000 tested, 2.1% active | AID 1362; in the data active means inhibition above about 58%; tested in S. cerevisiae
Autophagy HCS = autophagy modulation, high-content screen | MEF GFP-LC3 puncta imaging; test concentration mostly 10 µM | calls only at 10 µM (by protocol) | 190,000 tested, 0.98% active;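 active means percentage of spot-positive cells more than 3 SD above its plate mean, without a fluorescence outlier flag or 80% toxicity; inconclusive means no clear call, values can overlap the other calls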;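 further: spot-positive cell cutoff set from DMSO-treated cells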
Yfh1-off respiration = enhancers of respiration in Yfh1-depleted yeast, dose response, Friedreich's ataxia, plus single-dose screen (AID 1465). S. cerevisiae Yfh1-off respiration, WST-1 reduction, 72 h; higher fold induction means a stronger effect. fold induction at 50 µM, or EC50 in µM where a hit was titrated. 220,000 tested, 0.074% active;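 active means fold induction of absorbance versus untreated yeast above a set limit, then at least 30% activation at any dose in follow-up; inconclusive means repeats straddling the limit, or above it without dose testing; inactive means fold induction below the set limit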;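 further: activators that raise dye reduction in frataxin-depleted yeast; strong numbers were not always called active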
WT yeast gro inh mutant strain = second read-out of WT yeast gro inh, no call of its own (marks repeat the call); inhibition, %; mitochondrial fusion phenotypic screen, mutant strain inhibition
Dynein transport cytoplasmic EGFP = further read-out of Dynein transport, marked with its call; z-score; measured here: cytoplasmic GR-EGFP intensity; hits give high values
Dynein transport nuclear GR-EGFP = also measured in Dynein transport; calls as there; z-score; measured here: nuclear GR-EGFP intensity;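 lower value marks the stronger effect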
Dynein transport cell count = further read-out of Dynein transport, marked with its call; z-score; measured here: cell count per field
Insulin prom up cell count = further read-out of Insulin prom up, marked with its call; cell count; measured here: cytotoxicity, nuclei count;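 total cells summed across four imaged fields per well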
bCat nuc transl cell count 5 µM = also measured in bCat nuc transl; calls as there; cell count; measured here: cell count, cytotoxicity flag
MT stabilize HCS Hoechst-high % = further read-out of MT stabilize HCS, marked with its call; % Hoechst-high responders; measured here: nuclear condensation Hoechst responders;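 share of cells brighter than vehicle mean plus two SD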
MT stabilize HCS cytotoxicity % = second read-out of MT stabilize HCS, no call of its own (marks repeat the call); toxicity, %; measured here: cytotoxicity by cell density;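 0% = mean cell density of plate MIN control wells and 100% = no cells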
Autophagy HCS cell loss 18 h = also measured in Autophagy HCS; calls as there; toxicity, %; measured here: cell loss, nuclei count;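 cell loss after 18 h compound exposure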
An asterisk follows results filed as active; i = inactive; ? = inconclusive; nt = no result given.

Under each structure: AID2073, MT stabilize HCS, MT stabilize HCS Hoechst-high %, MT stabilize HCS cytotoxicity %, bCat nuc transl, bCat nuc transl cell count 5 µM, HIV peptide binding, Dynein transport, Dynein transport cytoplasmic EGFP, Dynein transport nuclear GR-EGFP, Dynein transport cell count, Insulin prom up, Insulin prom up cell count, WT yeast gro inh, WT yeast gro inh mutant strain, Autophagy HCS, Autophagy HCS cell loss 18 h, Yfh1-off respiration
[1] COc1ccc(OC)c(N(CC(=O)Nc2ccc3c(c2)OCO3)S(=O)(=O)c2ccccc2)c1
 : 24%, 3.1, 3.1, 3.7, 1.6, 1121, -1.1%, -0.043, -0.24, -0.11, 0.3, -0.32, 1802, 14, -7, i, -3, i
[2] COc1cc(OC)c2c(=O)c(OC)c(-c3ccc(OC)c(OC)c3)oc2c1
 : 24%, 1.9, 1.0, 7.1, -1.8, 1090, 0.1%, -0.13, -0.27, 0.066, 0.35, -1, 1352, 10, 11, i, 10, i
[3] COc1ccc(Cn2nnnc2C(c2ccccc2OC)N2CCC(C(N)=O)CC2)cc1 (stereo not drawn)
 : ?, 3.8, 1.0, 0.8, 0.0, 1099, -0.7%, -0.78, 0.43, -0.89, -0.17, 0.8, 1257, -4, -3, i, 1, i
[4] Cc1noc(C)c1COC(=O)c1cccc(S(=O)(=O)N2CCCCCC2)c1
 : 0%, 4.6, 1.6, 6.2, -4.7, 984, -1.3%, 0.5, 0.071, 0.94, -1.8, ?, nt, 17, -14, i, 8, i
[5] Cc1ccc(N=C(N(C)C)P(=O)(N(C)C)N(C)C)c(C)c1
 : 11%, 2.2, 2.1, 9.9, -1.9, 1080, 0.5%, -0.2, -0.25, -0.24, 0.78, -0.93, 1414, -9, -6, i, -4, i
[6] O=C(COc1cccnc1[N+](=O)[O-])NCc1cccs1
 : 20%, 1.9, 2.4, 11, -1.0, 1149, 0.2%, 2.1, -0.29, 0.89, -1.9, 0.25, 1217, -8, -4, i, -2, i
[7] CCn1c(SCC(=O)NCCOC)nc2sc(C)c(C)c2c1=O
 : -2%, 2.0, 3.3, 11, -1.5, 1114, 0.0%, 0.83, -0.24, 0.81, 0.54, 0.13, 1175, 17, 8, i, -6, i
[8] CC(C)N1C(=O)CCC1C(=O)NCc1cccs1 (stereo not drawn)
 : 9%, 2.8, 1.4, 1.3, -0.6, 1032, 1.3%, -0.25, -0.22, -0.012, 0.56, nt, nt, -5, 1, i, 6, i
[9] O=C(Nc1nc(-c2ccccc2)cs1)c1ccco1
 : 2%, nt, nt, nt, -0.7, 1415, -1.8%, -0.51, -0.17, -0.29, 1.4, 1.3, 952, nt, nt, nt, nt, i
[10] CCCCNc1ccc(C(=O)Nc2cccc(C)n2)cc1[N+](=O)[O-]
 : 5%, 2.9, 1.5, 9.8, -6.6, 1210, 3.4%, -0.075, -0.2, -0.2, 0.44, 0.12, 1897, 13, 13, i, 12, i

Later entries:
Under each structure: AID2073, MT stabilize HCS, MT stabilize HCS Hoechst-high %, MT stabilize HCS cytotoxicity %, bCat nuc transl, bCat nuc transl cell count 5 µM, HIV peptide binding, Dynein transport, Dynein transport cytoplasmic EGFP, Dynein transport nuclear GR-EGFP, Dynein transport cell count, Insulin prom up, Insulin prom up cell count, WT yeast gro inh, WT yeast gro inh mutant strain, Autophagy HCS, Autophagy HCS cell loss 18 h, Yfh1-off respiration
[11] CCC(=O)Nc1cccc(Oc2nc(C)cc(C)c2C#N)c1
 : -2%, 8.1, 2.6, 5.7, nt, nt, -1.2%, 0.15, -0.14, 0.39, -0.29, 0.14, 1075, -4, 9, i, 0, i
[12] CCOC(=O)c1cnn(-c2sc(C(=O)OCC)c(C)c2C(=O)OCC)c1N
 : nt, 1.6, 1.3, 8.6, nt, nt, nt, -0.22, -0.21, -0.74, -0.12, nt, nt, nt, nt, i, -5, i
[13] CCCOC(=O)c1ccc(Oc2cn[nH]c2-c2ccc(OCC(=O)NN)cc2O)cc1
 : -13%, nt, nt, nt, 1.4, 1334, -1.7%, 1, -0.27, 0.58, 0.03, -0.18, 1415, nt, nt, nt, nt, i
[14] Cc1ccc(S(=O)(=O)Nc2cc(Cl)c(O)cc2C)cc1
 : -6%, 2.3, 1.8, 5.9, 6.0, 1363, 2.4%, -0.88, -0.14, 0.39, -0.17, -0.65, 1309, -16, -10, i, -2, i
[15] CC(C)CC(=O)Nc1cccc(-c2csc(-c3ccccc3)n2)c1
 : 5%, 3.0, 1.3, 9.9, 2.2, 1074, 0.7%, -0.45, -0.11, -0.51, -0.31, 0.88, 1826, 47, 34, i, -15, i
[16] CCOC(=O)c1cc(OC(=O)c2cccs2)n(-c2ccccc2)n1
 : 40%, 2.8, 3.2, 8.2, 1.2, 850, 2.4%, -0.84, -0.25, -0.6, 1.1, 0.51, 1172, -4, -6, i, 1, i
[17] Cc1ccc(-c2nnn(CC(=O)NCCC3=CCCCC3)n2)cc1
 : 1%, 2.5, 2.1, 8.9, nt, nt, -3.2%, -0.39, -0.24, -0.13, 1.9, nt, nt, -1, 4, i, 15, i
[18] Cc1cc(NC(=O)c2cc([N+](=O)[O-])ccc2Cl)no1
 : -1%, nt, nt, nt, 0.1, 1284, 0.8%, -1.1, -0.13, -0.21, 0.084, -0.17, 988, nt, nt, nt, nt, i
[19] Cc1nnc(SCC(=O)Nc2ccc3c(c2)OCO3)n(N)c1=O
 : 29%, 5.2, 1.1, 3.5, -1.8, 1105, 1.5%, -0.21, 0.28, 0.13, -0.21, 0.09, 1250, -5, 8, i, 5, i
[20] Cc1cc(NC(=S)N(Cc2ccc(Br)cc2)Cc2ccc(C(=O)O)cc2)ccc1Cl
 : 21%, 3.1, 1.5, 3.3, 3.9, 999, 59%*, 0.075, -0.28, 0.26, 0.41, 3.8*, 1194*, 70*, 5.6*, i, 40, i

Ordered by formula weight (smallest number first): some entries from above
Under each structure: AID2073, MT stabilize HCS, MT stabilize HCS Hoechst-high %, MT stabilize HCS cytotoxicity %, bCat nuc transl, bCat nuc transl cell count 5 µM, HIV peptide binding, Dynein transport, Dynein transport cytoplasmic EGFP, Dynein transport nuclear GR-EGFP, Dynein transport cell count, Insulin prom up, Insulin prom up cell count, WT yeast gro inh, WT yeast gro inh mutant strain, Autophagy HCS, Autophagy HCS cell loss 18 h, Yfh1-off respiration
[15] CC(C)CC(=O)Nc1cccc(-c2csc(-c3ccccc3)n2)c1
 : 5%, 3.0, 1.3, 9.9, 2.2, 1074, 0.7%, -0.45, -0.11, -0.51, -0.31, 0.88, 1826, 47, 34, i, -15, i
[16] CCOC(=O)c1cc(OC(=O)c2cccs2)n(-c2ccccc2)n1
 : 40%, 2.8, 3.2, 8.2, 1.2, 850, 2.4%, -0.84, -0.25, -0.6, 1.1, 0.51, 1172, -4, -6, i, 1, i
[12] CCOC(=O)c1cnn(-c2sc(C(=O)OCC)c(C)c2C(=O)OCC)c1N
 : nt, 1.6, 1.3, 8.6, nt, nt, nt, -0.22, -0.21, -0.74, -0.12, nt, nt, nt, nt, i, -5, i

Only AID2073 (3 entries from above):
# | SMILES | AID2073
14 | Cc1ccc(S(=O)(=O)Nc2cc(Cl)c(O)cc2C)cc1 | -6%
15 | CC(C)CC(=O)Nc1cccc(-c2csc(-c3ccccc3)n2)c1 | 5%
16 | CCOC(=O)c1cc(OC(=O)c2cccs2)n(-c2ccccc2)n1 | 40%

Going on with the list.
Under each structure: AID2073, MT stabilize HCS, MT stabilize HCS Hoechst-high %, MT stabilize HCS cytotoxicity %, bCat nuc transl, bCat nuc transl cell count 5 µM, HIV peptide binding, Dynein transport, Dynein transport cytoplasmic EGFP, Dynein transport nuclear GR-EGFP, Dynein transport cell count, Insulin prom up, Insulin prom up cell count, WT yeast gro inh, WT yeast gro inh mutant strain, Autophagy HCS, Autophagy HCS cell loss 18 h, Yfh1-off respiration
[21] O=C(Nc1nc(N2C(=O)c3ccccc3C2=O)n(-c2ccccc2)n1)c1ccccc1
 : 10%, 3.8, 2.5, 5.3, -2.3, 579, 3.4%, 0.62, -0.23, 1.4, -0.96, 0.67, 1313, 10, -12, i, 29, i
[22] CC(C)NS(=O)(=O)c1ccc(OCC(=O)NCc2cccnc2)cc1
 : -4%, 3.3, 1.3, 2.9, -1.0, 1035, -1.5%, -0.42, -0.26, -0.81, 1.3, -0.31, 1375, 1, -6, i, -11, i
[23] CC(C)Sc1nc2ccc(N3C(=O)C4CCCCC4C3=O)cc2s1 (stereo not drawn)
 : -1%, 1.6, 3.4, 12, 0.8, 958, 0.4%, 0.041, -0.26, -0.24, -0.39, nt, nt, -4, -28, i, 8, i
[24] N#Cc1ccc(S(=O)(=O)N2CCCN(c3ccc(C(F)(F)F)cn3)CC2)cc1
 : 4%, nt, nt, nt, 0.1, 1233, -0.1%, 0.7, -0.3, 0.27, 0.41, -0.71, 1104, nt, nt, nt, nt, i
